From PubChem BioAssay
14-3-3 Bad inh = disrupts binding of bovine 14-3-3 zeta to phospho-Bad peptide | P63103 | TR-FRET 14-3-3zeta/Dy647-pBad peptide displacement, 1 h | inhibition, % at 21.7 µM | 220,000 compounds, 0.71% hits;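 active = inhibition above about 70%, limit read from the data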;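 also: 0% = full 14-3-3 plus peptide FRET controls and 100% = background without 14-3-3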
Target sequence (P63103 whole entry, looked up): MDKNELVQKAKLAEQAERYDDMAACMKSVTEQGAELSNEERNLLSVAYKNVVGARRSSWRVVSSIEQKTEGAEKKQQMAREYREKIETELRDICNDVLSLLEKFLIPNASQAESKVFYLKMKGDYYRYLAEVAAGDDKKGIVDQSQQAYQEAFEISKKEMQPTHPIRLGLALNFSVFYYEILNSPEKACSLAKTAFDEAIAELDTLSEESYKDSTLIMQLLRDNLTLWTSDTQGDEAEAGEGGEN
EP2 mod = EP2 receptor (human) modulation; P43116; EP2-expressing cells, cAMP HTRF FRET, PGE2 co-stimulation; induction, % at 25 µM; 260,000 compounds, 0.83% hits; AID 940;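 active = compounds whose cAMP rise, as percent of the full-agonist control response, exceeds 60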;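 also: rat C6 glioma line stably carrying human EP2 under a CMV promoter; the protocol text gives 20 µM as final concentration; 100% = response of wells given 1 µM PGE2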
Target sequence (P43116 whole entry, looked up): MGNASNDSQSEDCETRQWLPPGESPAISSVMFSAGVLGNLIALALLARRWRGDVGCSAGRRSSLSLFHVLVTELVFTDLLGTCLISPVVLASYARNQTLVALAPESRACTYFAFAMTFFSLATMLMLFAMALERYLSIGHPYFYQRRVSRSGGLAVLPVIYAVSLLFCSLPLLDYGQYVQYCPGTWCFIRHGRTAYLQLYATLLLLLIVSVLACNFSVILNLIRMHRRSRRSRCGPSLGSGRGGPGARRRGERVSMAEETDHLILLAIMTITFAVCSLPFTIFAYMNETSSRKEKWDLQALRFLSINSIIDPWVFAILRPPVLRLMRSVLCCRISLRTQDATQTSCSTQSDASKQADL
PGE2 EP2 inh = blocks the human prostaglandin E2 receptor EP2. C6 glioma cells expressing human EP2, cAMP TR-FRET; cells stimulated with saturating PGE2. inhibition, % at 25 µM. 260,000 compounds, 0.52% hits. AID 1422;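 active = percent inhibition above 40 after rounding to a whole number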;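 also: rat C6 glioma host cells with rolipram phosphodiesterase inhibitor present; the protocol text gives 20 µM as final concentration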
zVAD death inh = blocks zVAD induced death of L929 cells. viability rescue, % at 10 µM. 220,000 compounds, 0.38% hits. L929 zVAD necroptosis rescue, ATP luminescence, 24 h; with zVAD 60 µM;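 active = activation, scaled between plate controls, above about 75%, limit read from the data; inactive = activation under that limit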;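 also: 0% = zVAD with DMSO and 100% = DMSO alone without zVAD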
m-calpain inh = calpain II (pig) inhibition; inhibition, % at 16 µM; purified calpain II, fluorogenic peptide substrate, 30 min; AID 1236; 220,000 compounds, 0.37% hits;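 active = inhibition above about 50%, limit read from the data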
eIF4E 4G PPI = eIF4E/eIF4G interaction inhibition in translation initiation; TR-FRET eIF4E-eIF4GI(517-606) binding, 2 h; inhibition, % at 21.7 µM; 220,000 compounds, 0.37% hits;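 active = inhibition above about 30%, limit read from the data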;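 also: 0% = full FRET control wells and 100% = background wells lacking eIF4GI fragment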
Rad51 HR inh = Rad51 (human) homologous recombination inhibition. Q06609. hRad51 DNA strand exchange, fluorescence dequenching. inhibition, % at 10 µM. 200,000 compounds, 0.085% hits. AID 1385;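 active = inhibition above 40% at the single screening dose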;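 also: 0% = DMSO control wells and 100% = blanks with heterologous ssDNA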
Target sequence (Q06609 whole entry, looked up): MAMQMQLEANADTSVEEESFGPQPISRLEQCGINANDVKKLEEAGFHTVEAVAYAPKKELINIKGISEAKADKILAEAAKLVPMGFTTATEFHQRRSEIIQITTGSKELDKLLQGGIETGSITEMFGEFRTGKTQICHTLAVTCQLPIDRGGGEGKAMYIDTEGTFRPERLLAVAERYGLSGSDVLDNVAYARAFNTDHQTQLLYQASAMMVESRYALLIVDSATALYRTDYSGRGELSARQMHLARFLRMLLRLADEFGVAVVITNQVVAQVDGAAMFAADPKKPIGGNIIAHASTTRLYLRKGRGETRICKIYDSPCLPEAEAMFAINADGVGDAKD
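Test system: preformed human Rad51 ssDNA filaments; also added: Donor/quencher-labelled 47-bp dsDNA substrate; doses: 10 µM final, single point; times: 37 °C 15-min filament assembly, 30-min compound preincubation, 15-min exchange; detection: FRET fluorescence dequenching, excitation 485 nm, emission 520 nm; read-out basis: Fluorescence-based percent inhibition, control- and blank-normalised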
TbHK1 inh = T. brucei hexokinase 1 inhibition | inhibition, % at 10 µM | AID 1430 | 220,000 compounds, 0.11% hits | recombinant TbHK1, G6PDH-coupled NADH A340;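 active = inhibition of 50% or more in the single-dose primary screen; inactive = inhibition below 50%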
Hck-Nef inh = blocks Nef-activated human Hck kinase. 220,000 compounds, 0.68% hits. Recombinant Hck-YEEI plus Nef, Z-Lyte FRET kinase assay. inhibition, % at 20 µM. P08631;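 active = Hck-Nef kinase inhibition above about 50%, limit read from the data; inactive = inhibition below that limit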;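 also: 0% = DMSO with Hck plus Nef and 100% = Hck alone without Nef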
Active calls of the source: *; . = not tested or not shown; [ ] = another dose, or the depositor's remark. This is a subset. The share of hits here may be higher or lower than overall.

Structure	14-3-3 Bad inh	EP2 mod	PGE2 EP2 inh	zVAD death inh	m-calpain inh	eIF4E 4G PPI	Rad51 HR inh	TbHK1 inh	Hck-Nef inh
O=C(Cn1cnc2c(nnn2Cc2ccc(Cl)cc2)c1=O)OCc1ccccc1	-3	-14	8	0.1	17	5[fluorescence artefact?]	1	0	1
CN(C)c1cc[nH]c(=O)c1C#N	-2	20	19	3.5	9	0	4	26	-18
CCOc1c(C(N)=O)c(-c2ccccc2)c2c(=O)[nH]c3ccccc3n12	8[fluorescence artefact?]	4	12	4.9	-30	4[fluorescence artefact?]	-12	-4	4
COC(=O)Cn1c2c(c3cc(C)ccc31)CCCC2	0	25	13	.	-20	9	-8	.	.
O=C(O)C1C2C=CC(O2)C1C(=O)Nc1ccc(S(=O)(=O)N2CCc3ccccc32)cc1 (stereo not drawn)	3[fluorescence artefact?]	-7	-1	-0.9	-32	3[fluorescence artefact?]	-3	4	15
CC(C)OC(=O)c1cn(-c2ccccc2)nc1-c1ccco1	3	13	14	-0.4	-95	0	5	4	17
COc1ccc(OC)c(CNC(=O)c2cc(=O)[nH]c3ccc(S(=O)(=O)N4CCCC4)cc23)c1	4	-4	3	-0.8	-24	-2	-1	5	-7
CCC(C)(NC(=O)c1ccccn1)C(=O)NC1CCCCC1 (stereo not drawn)	12[fluorescence artefact?]	17	5	1.6	-3	3[fluorescence artefact?]	14	1	-3
CC(CN1CCN(C)CC1)OC(=O)c1cccc(Cl)c1 (stereo not drawn)	1	-27	1	-0.9	-7	2	14	3	20
O=c1c2ccccc2nc(-c2ccccc2)n1Cc1ccc(Cl)cc1	-5	37	6	-0.9	0	-7	2	-3	1
COc1cc(C2C(C#N)=C(N)Oc3c2ccc2ccccc32)ccc1OCC(=O)Nc1ccc(C)cc1 (stereo not drawn)	-3	-5	0	8.8	-80	0	.	-9	3
CCn1c(SCC(=O)NC(C)(C)C)nnc1-c1ccccn1	-21	11	15	-0.6	22	0	4	-8	2
CN1c2ccccc2C(C)(C)C12C=Nc1c(ccc3ccccc13)O2 (stereo not drawn)	3	37	8	0.3	11	7	5	2	-1
O=C(c1ccccn1)N1CCN(S(=O)(=O)c2ccc(F)cc2)CC1	-12	9	6	0.0	-33	1	39	-4	21
CCS(=O)(=O)c1ccc(O)c(NC(=O)Nc2ccccc2)c1	-6	-4	8	-0.1	10	-5	6	50*	2
COc1ccc(N(CC(=O)Nc2ccc3c(c2)OCO3)S(C)(=O)=O)c(OC)c1	3	-3	10	0.1	3	2	3	40	3
O=C(N/N=C/c1ccccn1)NC12CC3CC(CC(C3)C1)C2	6	-30	6	0.4	35	0	.	-5	23
OCC1(CCOc2ccccc2)CCN(Cc2ccc3cccc(F)c3n2)CC1	-10	-62	5	0.2	-4	0	-154	-2	-5
CN1CCN(C2CC(=O)N(c3ccc4c(c3)OCCO4)C2=O)CC1 (stereo not drawn)	70[fluorescence artefact?]	23	15	0.0	-3	14[fluorescence artefact?]	1	7	-14
CN1C(=O)CC(N2CCN(C(=O)c3ccccc3)CC2)C1=O (stereo not drawn)	17	-22	.	0.2	21	-14	.	-1	-18
Cc1cc(C)n(-c2ccc(OCC(=O)O)nn2)n1	-13[fluorescence artefact?]	14	10	0.2	-29	-3	-8	-5	1
Fc1ccc(CN2CCCCCCC2)c(F)c1	51	13	5	1.1	-11	8	-3	1	-12
O=c1[nH]c2ccc(Cl)cc2c(-c2ccccc2)c1CN1CCOCC1	0	20	6	-0.1	-15	-8	-3	-4	-1
COc1ccc(OCCOC(=O)c2cccs2)cc1	6	6	14	0.3	7	1	-4	1	1
C=CCS/C(N)=N\N=C\c1c(O)ccc2ccccc12	-8	-34	13	3.8	16	9	-6	-18	6

Single records, as listed above. Order of screens: 14-3-3 Bad inh | EP2 mod | PGE2 EP2 inh | zVAD death inh | m-calpain inh | eIF4E 4G PPI | Rad51 HR inh | TbHK1 inh | Hck-Nef inh
Entry for O=C(N/N=C/c1ccccn1)NC12CC3CC(CC(C3)C1)C2 → 6 | -30 | 6 | 0.4 | 35 | 0 | . | -5 | 23
Entry for CCS(=O)(=O)c1ccc(O)c(NC(=O)Nc2ccccc2)c1 → -6 | -4 | 8 | -0.1 | 10 | -5 | 6 | 50* | 2
Entry for O=c1[nH]c2ccc(Cl)cc2c(-c2ccccc2)c1CN1CCOCC1 → 0 | 20 | 6 | -0.1 | -15 | -8 | -3 | -4 | -1

Next part.
Structure	14-3-3 Bad inh	EP2 mod	PGE2 EP2 inh	zVAD death inh	m-calpain inh	eIF4E 4G PPI	Rad51 HR inh	TbHK1 inh	Hck-Nef inh
COC(=O)c1sccc1NC(=O)c1cc(C)on1	2	-10	.	0.0	13	8	.	-1	6
CN(C)c1cc(Nc2ccc(O)cc2)c([N+](=O)[O-])c2nonc12	0	-20	3	-0.2	12	7	-2	-10	-1
Cc1ccc(C(C)C)c(OC(=O)/C=C/c2ccccc2)c1	-10	9	7	-0.2	-7	-10[fluorescence artefact?]	-1	-11	1
Cc1c(NC(=O)COC(=O)c2c3c(nc4ccccc24)CCCC3)c(=O)n(-c2ccccc2)n1C	0	7	4	0.7	-18	-1[fluorescence artefact?]	6	-8	0
CC(=O)N1CCC(=O)Nc2ccc([N+](=O)[O-])cc21	-12	7	5	2.2	-18	-1	-5	-7	22
COc1ccc(-c2nc(CC(=O)O)cs2)cc1OC	81*	0	11	-0.3	-173	-2[fluorescence artefact?]	20	-9	2
COc1ccc(CNc2nc(-c3cccnc3)nn2S(C)(=O)=O)cc1	-5	-24	4	-0.5	17	-3	.	-8	15
CC(C)c1cc(C(=O)Nc2cc(Br)ccc2O)no1	-7	-16	10	0.7	17	-3	9	0	7
COC(=O)c1c(N)c2ccccc2[nH]c1=O	13	37	9	4.0	-31	2	9	-3	-4
COC(=O)c1cc(C(=O)Cc2ccccc2)c[nH]1	1	11	7	2.5	-6	2	19	-2	-6
CN(C)c1ccc(P(=O)(OCc2ccccc2)C(O)c2ccccc2F)cc1 (stereo not drawn)	6	32	6	0.6	4	-3	16	-8	10
O=C(CN1CCC(NC(=O)c2cccc(F)c2)CC1)NCc1cccs1	-7	-1	4	0.1	15	2	.	3	-5
O=C(COC(=O)Cc1cccc(C(F)(F)F)c1)Nc1ccc2c(c1)OCCO2	-4	-14	14	0.3	22	6[fluorescence artefact?]	-1	32	1
COc1ccc(C2N(Cc3ccccc3)CCN2Cc2ccccc2)cc1[N+](=O)[O-]	-4	13	5	-1.0	21	-2	-8	7	-6
COc1ccccc1OCC(=O)NCC1CCCCC1	-8	-15	6	-1.3	9	-6	2	3	4
CN(C)S(=O)(=O)N1CCN(C(=O)c2ccccc2)CC1	27[fluorescence artefact?]	4	5	-0.7	26	-1	12	-5	1
Cc1ccc(NC(=O)Cc2sc(C)nc2-c2ccc(C)cc2)cc1	-5[fluorescence artefact?]	-3	4	0.9	32	3	2	-4	5
CCN(CC)S(=O)(=O)c1cc(C(=O)Nc2ccc(Cl)cn2)ccc1C	-4	4	13	13	15	-4	-3	0	0
CCOC(=O)C1=C(C)N=C2SC(C(=O)OC)=CC(=O)N2C1c1cccc(OC)c1 (stereo not drawn)	-11	35	7	0.6	-70	-2	-4	-9	0
Cc1cccc(NC(=O)CSc2ccc(C(N)=O)cc2[N+](=O)[O-])c1C	-12	-5	7	0.4	-1	-7	1	31	2
CCN(CC)CCC(c1cc(OC)c(OC)c(OC)c1)c1c(O)cc(OC)cc1OC (stereo not drawn)	4	23	6	1.0	-5	-1	10	1	26
CSc1nc(O)c(C2OC(=O)c3ccccc32)c(=O)[nH]1 (stereo not drawn)	0	15	13	0.0	-9	-2	-7	9	2
CCC(=O)c1cc2c(C)cc(=O)oc2c(C)c1O	10[fluorescence artefact?]	40	20	-0.2	-84	3[fluorescence artefact?]	6	2	-1
Cc1ccc2nc(NC(=O)CN(C)S(=O)(=O)c3cccc4nsnc34)sc2c1	-3	3	8	-0.4	53*	-41	-5	-5	-11
Cc1ccc(N=Cc2c(O)n(-c3cc(Cl)ccc3N3CCOCC3)c(=O)c3ccccc23)cc1C	13	2	14	0.7	-29	3	-4	-30	5
CN1CCN(NC(=O)c2ccc(Br)c(S(=O)(=O)N3CCOCC3)c2)CC1	11	14	6	0.8	-5	2[fluorescence artefact?]	.	2	-24
Cn1c(CSc2ccccc2)c(C#N)c2ccccc21	-8	43	6	-0.1	-7	-4	-5	10	0
CC(C)Cn1cc(C(=O)NCCCOC(C)C)c2c3ccccc3n(C)c2c1=O	16	25	5	0.3	-38	2	4	-16	1
CN(C)S(=O)(=O)c1cc(NC(=O)CSc2ncc(C(F)(F)F)cc2Cl)ccc1Cl	-6[fluorescence artefact?]	20	11	1.6	14	-4[fluorescence artefact?]	8	4	-1
Cc1cccc(NS(=O)(=O)c2ccc(C3CCCCC3)cc2)n1	.	1	3	0.1	-116	.	6	-3	1
Cc1ccc(S(=O)(=O)Nc2cnn(-c3ccccc3)c(=O)c2Cl)cc1	-6	10	31	3.7	-10	6	-5	-5	25
COc1cc2cnncc2cc1OC	-6[fluorescence artefact?]	17	5	1.0	-11	1	1	-4	1
COc1ccc(CCC(=O)Nc2sccc2C#N)cc1	-16	-1	5	2.1	-19	-2	-11	-2	59*
Cc1nc(Sc2ccc(Cl)cc2)c(C#N)c(C)c1[N+](=O)[O-]	3	35	10	-0.5	14	6	-3	2	-11
O=[N+]([O-])c1ccc(Nc2nc(NC3CCCCC3)nc(N3CCCC3)n2)cc1	9	15	12	4.2	-86	-1	-5	-9	14
O=C(CC(=O)Nc1ccccc1C(=O)O)NNC(=O)Cc1ccccc1	2	14	3	0.5	5	-2	-7	-12	-17
